b-catenin transl: modulators of beta-catenin nuclear translocation | AID 1665 | nuclear translocation activity, % at 5 µM | 0.3% of 190,000 active | HeLa beta-catenin nuclear translocation, immunofluorescence imaging;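 active = nuclear translocation activity above 50% at 5 µM, with a well cell count of 50 or more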;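 also: per-cell ratio of nuclear to cytoplasmic median beta-catenin stain intensity; plate controls were DMSO negative control for no effect and GSK-3 inhibitor IX positive control for full effect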
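Test system: human HeLa cells, native beta-catenin. Compound dosing: 5 µM primary single dose, 0.1% DMSO, 0.02–20 µM confirmation series. Incubation: compound exposure 24 h at 37°C. Detection: beta-catenin immunostaining with DAPI counterstain, 20x imaging, 6 fields/well. Read-out basis: Nuclear/cytoplasmic beta-catenin signal ratio, % activation.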
NOD1 inhibition: NOD1 signaling inhibitors, primary screen, cell-based, luminescence, uHTS (AID 1578); NOD1-driven NF-kB luciferase reporter cells, luminescence; higher % means a stronger effect; 1% of 290,000 active; inhibition, % at 4 µM, or EC50 in µM where a hit was titrated; in the data active = inhibition mostly above about 36%, no sharp cut-off; inactive = mostly below about 34%;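 also: HEK-293T reporter cells stimulated with the NOD1 agonist gamma-tri-DAP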
HEK293 NOD2/NF-kB: NOD2 signaling inhibitors, cell-based, luminescence, uHTS, HEK293 (AID 1566); HEK293 NOD2/NF-kB luciferase reporter, luminescence; higher % means a stronger effect; one-dose inhibition, % at 4 µM; EC50 in µM for titrated hits; 0.63% of 290,000 active; in the data active = inhibition above about 50%; also: many of its hits are not listed in these tables
M17LAP inhibition: P. falciparum M17LAP inhibitors, primary screen, biochemical, fluorogenic H-Leu-NHMec substrate, 1536-well (AID 1619). recombinant M17LAP, H-Leu-NHMec fluorogenic kinetic assay; higher % means a stronger effect. 0.38% of 220,000 active. one-dose inhibition, % at 30 µM; IC50 in µM for titrated hits;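 active = compound inhibiting the enzyme by more than half at any dose during confirmatory dose-response retesting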;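 also: plate controls were full reaction with DMSO carrier for no effect and no enzyme background for full effect; strong numbers were not always called active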
Dynein transport: blocks dynein driven cargo transport along microtubules; z-score, hits read low; 0.47% of 220,000 active; 3617.4 mouse cells, GR-EGFP nuclear translocation imaging; test concentration mostly 20 µM; stimulated with dexamethasone, 1 µM; active compounds read low; AID 1381;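 active = plate z-score of nuclear minus cytoplasmic receptor signal below a set negative limit, without overly bright fluorescence or cell loss, cut at about -3.5 in these data, passing the limit was not always enough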;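 also: z-score of nuclear minus cytoplasmic ring GR-EGFP intensity difference per well; some compounds called inactive have numbers as strong as hits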
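Buffer or medium: tet-free, stripped-serum medium; reagent: dexamethasone at 1.0 µM final, 30 min; incubation: 48 h induction, 1 h compound, 30 min dex at 37 °C; measured by: formaldehyde fixation, Hoechst nuclear stain, 10x automated fluorescence imaging; read-out: nuclear-to-cytoplasmic GR-EGFP distribution per well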
MT stabilizer: microtubule stabilizers in HeLa cells | 0.83% of 200,000 active | HeLa tubulin immunostaining HCS, 24 h; share of cells brighter than vehicle mean+2SD | AID 2205 | % tubulin-high responders, % at 10 µM;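 active = plate Z-score above 3 for both tubulin-high and condensed-nucleus cell shares, with cell loss under 80%, at 10 µM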;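 also: anti alpha tubulin signal scored within the nucleus-defined area of each cell; some results filed as inactive read as strong as hits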
Autophagy HCS: alters autophagy in cells; MEF GFP-LC3 puncta imaging; test concentration mostly 10 µM; calls only at 10 µM (by protocol); 0.98% of 190,000 active; AID 463193;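 active = percentage of spot-positive cells more than 3 SD above its plate mean, without a fluorescence outlier flag or 80% toxicity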;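 also: spot-positive cell cutoff set from DMSO-treated cells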
Ins promoter up: MIN6 insulin promoter up-regulation; z-score at 5 µM; MIN6 insulin promoter-GFP reporter, high-content imaging; active compounds read high; 0.3% of 190,000 active;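 active = z-score above 3 at 5 µM with at least 500 cells counted in the well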
Yfh1-depleted yeast: enhancers of respiration in Yfh1-depleted yeast, dose response, Friedreich's ataxia, plus single-dose screen (AID 1465) | S. cerevisiae Yfh1-off respiration, WST-1 reduction, 72 h; higher fold induction means a stronger effect | fold induction at 50 µM, or EC50 in µM where a hit was titrated | 0.074% of 220,000 active;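 active = fold induction of absorbance versus untreated yeast above a set limit, then at least 30% activation at any dose in follow-up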;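 also: activators that raise dye reduction in frataxin-depleted yeast; strong numbers were not always called active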
Dynein transport cytoplasmic EGFP: further read-out of Dynein transport, marked with its call; z-score; measured here: cytoplasmic GR-EGFP intensity; active compounds read high
Dynein transport nuclear GR-EGFP: further read-out of Dynein transport, marked with its call; z-score; measured here: nuclear GR-EGFP intensity;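 lower value marks the stronger effect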
Dynein transport cell count: recorded beside Dynein transport, whose call it bears; z-score; measured here: cell count per field
Ins promoter up cell count: second read-out of Ins promoter up, no call of its own (marks repeat the call); cell count; measured here: cytotoxicity, nuclei count;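 total cells summed across four imaged fields per well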
b-catenin transl cell count 5 µM: also measured in b-catenin transl; calls as there; cell count; measured here: cell count, cytotoxicity flag
MT stabilizer Hoechst-high %: also measured in MT stabilizer; calls as there; % Hoechst-high responders; measured here: nuclear condensation Hoechst responders;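 share of cells brighter than vehicle mean plus two SD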
MT stabilizer cytotoxicity %: recorded beside MT stabilizer, whose call it bears; toxicity, %; measured here: cytotoxicity by cell density;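 0% = mean cell density of plate MIN control wells and 100% = no cells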
Autophagy HCS cell loss 18 h: recorded beside Autophagy HCS, whose call it bears; toxicity, %; measured here: cell loss, nuclei count;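 cell loss after 18 h compound exposure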
Numbers without * were called inactive; i = inactive; . = no result given; + = active, no number. An excerpt; rates above refer to the full screens.

The first two entries, to show the layout:
Sequence of screens – b-catenin transl	b-catenin transl cell count 5 µM	NOD1 inhibition	HEK293 NOD2/NF-kB	M17LAP inhibition	Dynein transport	Dynein transport cytoplasmic EGFP	Dynein transport nuclear GR-EGFP	Dynein transport cell count	MT stabilizer	MT stabilizer Hoechst-high %	MT stabilizer cytotoxicity %	Autophagy HCS	Autophagy HCS cell loss 18 h	Ins promoter up	Ins promoter up cell count	Yfh1-depleted yeast
CCCCC(CCC(=O)Nc1nccs1)C(=O)O (stereo not given)
→ 0.2	1174	10%	5%	6%	2.2	0.94	2.2	-2.8	2.1	0.9	8.1	i	-7	-0.76	820	i
Cc1ccccc1C(=O)NC1CCN(CC(=O)Nc2ccc3c(c2)OCO3)CC1
→ -1.8	1126	-40%	-3%	0%	-0.38	-0.18	-0.14	-0.2	1.7	1.3	2.0	i	-10	-0.19	1288	i

All compounds of this part, from the first entry:
Sequence of screens – b-catenin transl	b-catenin transl cell count 5 µM	NOD1 inhibition	HEK293 NOD2/NF-kB	M17LAP inhibition	Dynein transport	Dynein transport cytoplasmic EGFP	Dynein transport nuclear GR-EGFP	Dynein transport cell count	MT stabilizer	MT stabilizer Hoechst-high %	MT stabilizer cytotoxicity %	Autophagy HCS	Autophagy HCS cell loss 18 h	Ins promoter up	Ins promoter up cell count	Yfh1-depleted yeast
CCCCC(CCC(=O)Nc1nccs1)C(=O)O (stereo not given)
→ 0.2	1174	10%	5%	6%	2.2	0.94	2.2	-2.8	2.1	0.9	8.1	i	-7	-0.76	820	i
Cc1ccccc1C(=O)NC1CCN(CC(=O)Nc2ccc3c(c2)OCO3)CC1
→ -1.8	1126	-40%	-3%	0%	-0.38	-0.18	-0.14	-0.2	1.7	1.3	2.0	i	-10	-0.19	1288	i
CC1CCCC(C)N1C(=O)COC(=O)c1ccc2c(c1)OCO2 (stereo not given)
→ -2.4	1176	-23%	-3%	40%	-1.3	-0.32	-0.51	0.44	4.2	2.4	5.4	i	-9	0.19	1210	i
CCC(C)n1ncn(-c2ccc(N3CCN(c4ccc(OC)cc4)CC3)cc2)c1=O (stereo not given)
→ .	.	24%	21%	-3%	-0.34	-0.22	-0.029	0.69	4.3	1.3	1.6	i	9	0.36	1219	i
FC(F)(F)c1ccc(/C=N/N2CCN(Cc3cccc4ccccc34)CC2)cc1
→ -0.2	1333	21%	4%	-9%	-0.64	-0.22	-0.5	1.2	2.7	2.4	6.6	i	-14	-0.41	1526	i
CCCCN(CC)CCNC(=O)Cn1cnc2sc(C)c(S(=O)(=O)N3CCOCC3)c2c1=O
→ -0.4	993	12%	2%	21%	2.1	-0.16	1.9	-1.9	5.0	1.6	13	i	4	0.8	1223	i
O=C(CCCc1nc(-c2ccccc2Cl)no1)NC1CCCCC1
→ 1.0	994	.	0%	-4%	0.18	-0.28	0.36	0.21	3.7	2.7	8.4	+	31*	-0.27	1297	i
Cc1cc(NC(=O)CCCn2cnc([N+](=O)[O-])n2)no1
→ -4.4	1115	-33%	-10%	-5%	0.16	-0.22	0.31	0.42	4.6	2.1	4.6	i	17	0.78	1641	i
Cc1ccc(SCCNC(=O)C(CO)(CO)CO)cc1
→ 2.3	779	0%	11%	-12%	1.7	-0.47	0.44	0.41	2.3	1.9	1.9	i	1	1.2	1075	i
COC1(OC)N=C(NC(=O)Nc2ccccc2)C2(C#N)C(c3ccccc3)C12C#N (stereo not given)
→ -1.5	1446	-10%	-2%	2%	-0.35	-0.23	-0.33	0.71	1.9	1.1	6.0	i	-4	0.6	1704	i
Cc1ccsc1/C=N/NC(=O)CNC(=O)c1cccc([N+](=O)[O-])c1C
→ 1.1	997	-16%	6%	12%	1.8	-0.16	0.9	-0.39	4.2	1.9	1.4	i	-2	0.09	1198	i
CCOC(=O)c1ccc(NC(=O)CSCCC(=O)O)cc1
→ -0.2	1111	-18%	10%	25%	1.4	-0.074	0.91	-1.8	3.2	3.5	8.5	i	-3	-0.01	1149	i
Cc1cc2oc(=O)cc(CN3CCN(Cc4ccccc4)CC3)c2cc1Cl
→ -0.6	1327	22%	5%	1%	1.3	-0.27	0.72	-0.88	6.6	0.3	4.7	i	14	0.79	1441	i
O=C(c1ccccc1)N1CCN(C(=O)c2ccc3c(c2)OCCO3)CC1
→ -3.7	1104	-31%	11%	1%	0.52	-0.38	-0.33	0.03	2.5	2.4	3.5	i	1	-0.5	1528	i
CCOC(=O)c1nnc(-c2ccccc2)o1
→ 0.5	1108	-15%	3%	2%	-1.1	-0.26	-0.37	0.72	1.5	1.8	5.4	i	-1	0.79	1249	i
O=c1[nH]cn[nH]1
→ -1.8	1180	-5%	19%	0%	0.042	-0.14	0.19	0.07	4.5	1.0	12	i	-19	0.64	1291	i
CCO[C@@H]1OC(C(=O)Nc2ccccc2)=C[C@H](c2ccccc2)[C@H]1CCCO
→ -2.3	1172	-1%	4%	-1%	-1.1	-0.23	-0.31	0.35	1.4	2.0	2.6	i	1	-1.1	1401	i
Cc1ccc(S(=O)(=O)N2CCN(C)CC2)c(C)c1
→ -4.0	1187	-14%	5%	2%	-0.6	0.19	-0.32	0.18	1.0	1.9	13	i	0	-0.38	914	i
Cc1cccc(N(CC(=O)NC2CCCCC2)C(=O)CCC(=O)Nc2ccccn2)c1
→ -2.7	875	4%	-2%	.	.	.	.	.	.	.	.	.	.	0.25	1302	i
COC(=O)[C@@]1(Cc2ccc(F)cc2)[C@H]2c3cc(C(=O)N(C)C)n(Cc4ccccn4)c3C[C@H]2CN1C(=O)c1ccccc1
→ .	.	1%	12%	-10%	0.58	-0.2	0.65	0.53	6.1	2.9	2.9	i	17	0.16	1278	i
CCCCC(=O)NC(=S)Nc1cccc(NC(=O)CC)c1
→ .	.	-7%	-13%	5%	-0.39	0.14	0.061	0.6	2.3	2.2	8.8	i	-19	.	.	i
CCOc1ccc(OCCOCCn2ccnc2)cc1
→ .	.	-5%	8%	10%	-0.056	-0.22	0.18	-0.3	2.0	1.5	8.0	i	10	.	.	i
CC1CCN(CCc2nc3cc(NC(=O)Nc4ccccc4)ccc3n2C)CC1
→ -5.2	932	-47%	-16%	-5%	-1.1	-0.2	-0.52	2.1	2.6	1.2	5.4	i	-11	-0.23	1174	i
CCOc1ccccc1Nc1nc2ccccc2n2cnnc12
→ -0.8	546	2%	8%	-2%	0.29	-0.025	1.2	-0.96	3.5	2.3	7.4	i	-28	-0.37	1123	.
Oc1ccc(O)c(Cc2nc3ccccc3s2)c1
→ -0.5	1059	-25%	-11%	2%	-0.93	-0.095	-0.42	0.51	13*	37*	31*	i	-8	-0.03	1182	i
CC1=CSC2=NC(=O)/C(=C\c3cccn3-c3ccc([N+](=O)[O-])cc3)C(=N)N12
→ -3.4	505	56%	-31%	1%	0.13	-0.29	-0.41	0.28	2.1	3.7	1.1	i	-1	0.63	1222	i
CCc1nnc(NC(=O)c2ccc(S(=O)(=O)N(CC)Cc3ccccc3)cc2)o1
→ 1.8	1374	58%	30%	4%	-0.091	-0.2	0.13	0.34	2.2	1.5	7.0	i	21	0.35	1533	i
CCOc1ccc(Oc2c(/C=N/NC(=O)COc3ccccc3OC)c(C)nn2-c2ccccc2)cc1
→ .	.	-2%	-5%	-1%	0.34	-0.22	-0.06	-1	5.6	1.4	10	i	25	-0.31	1291	i
CCCCn1c(-c2ccco2)n[nH]c1=S
→ -3.1	516	20%	7%	5%	0.68	-0.19	0.44	-0.24	4.0	1.9	5.9	i	6	0.57	1185	i
COc1nc(Nc2cccc(C)c2)nc(N2CCCCC2)n1
→ -2.5	1353	-20%	6%	-8%	-0.64	-0.29	-0.0031	0.88	2.1	1.1	8.9	i	-3	-0.02	1326	.
COC(=O)c1cnn2c1C(=O)N(Cc1cccs1)CC2
→ 0.1	1107	-33%	-6%	-1%	-0.88	-0.059	-0.11	0.6	5.9	2.4	8.3	i	1	-0.17	1326	i
O=C(C1CCN(c2nc3nonc3nc2N2CCCCC2)CC1)N1CCOCC1
→ -3.9	1016	-17%	6%	8%	-0.2	-0.00072	-0.26	-1.5	5.8	2.4	3.5	i	-21	0.15	1425	i
C=CCn1c(SCc2cccc(C#N)c2)nnc1-c1ccccc1O
→ -2.2	1101	-23%	-2%	3%	0.078	-0.26	0.36	1.6	6.4	1.4	7.7	.	.	-0.51	1950	i
CC(C)C[C@H](NC(=O)c1nc[nH]c1C(=O)NCC(=O)OC(C)(C)C)C(=O)OCc1ccccc1
→ -1.9	1183	-8%	-2%	-2%	-0.013	-0.78	0.047	0.075	.	.	.	.	.	-0.36	911	i
CC(=O)Nc1ccc(N2C(=O)CC(Sc3nc4ccccc4s3)C2=O)cc1 (stereo not given)
→ 0.3	1486	-14%	-22%	6%	-0.41	-0.072	0.11	1.4	5.4	2.8	7.0	i	18	0.17	1394	i
CC(C)(C)CC(C)(C)NC(=S)Nc1ccc(S(=O)(=O)N2CCOCC2)cc1
→ 1.8	830	20%	6%	-11%	-0.63	-0.28	0.34	0.49	4.1	2.6	11	i	-18	.	.	i
O=C(Nc1ccc(O)c(-c2nc3ccccc3o2)c1)C1(c2ccc([N+](=O)[O-])cc2)CCCC1
→ 4.1	1097	23%	-46%	-2%	0.0018	-0.22	0.048	-0.13	1.9	2.3	4.1	i	-7	-0.23	1337	i
O=c1c2cc(NC(=S)NCCCN3CCC(Cc4ccccc4)CC3)ccc2nc2n1CCCCC2
→ -2.3	974	-26%	8%	3%	-0.78	1.2	0.16	1	3.6	2.9	9.3	i	5	-2.5	986	i
COc1ccccc1NC(=O)CCc1nc(-c2ccccc2F)no1
→ -0.1	1023	-29%	-6%	1%	-0.097	-0.23	0.37	-0.42	3.5	2.0	4.5	i	23	-0.23	1565	i
Cc1ccnc(NS(=O)(=O)c2ccc(CC(C)C)cc2)c1
→ -9.5	1232	16%	10%	4%	0.33	0.047	0.17	-1	1.8	1.5	0.8	i	-3	.	.	i

Assay outcomes (PubChem)
